# Screening results: PubChem, Southern Research Specialized Biocontainment Screening Center
# inhibitors of VEEV: inhibitors of VEEV TC-83 cytopathic effect, confirmation, Vero cells (AID 588727); Vero cells, VEEV TC-83 cytopathic effect inhibition; higher % means a stronger effect; inhibition, % at 20 µM; hits with a dose series show IC50 in µM; 350,000 compounds, 0.13% hits; in the data active = a potency from the dose series; inconclusive = inhibition mostly from about 14% at the one dose, without a potency; inactive = the rest, 99 in 100 with inhibition below about 12%; also: strong numbers were not always called active
# tuberculosis growth: growth inhibition of non-replicating M. tuberculosis (AID 488890). Mycobacterium tuberculosis non-replicating, growth inhibition; higher % means a stronger effect. inhibition, % at 25 µM; hits with a dose series show IC50 in µM. 320,000 compounds, 0.39% hits; in the data active = a potency from the dose series; inconclusive = inhibition mostly from about 82% at the one dose, without a potency; inactive = the rest, 99 in 100 with inhibition below about 76%;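 also: plate controls were DMSO cells for no effect and high antibiotic wells for full effect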
# M. tuberculosis HTS: M. tuberculosis growth inhibition, HTS (AID 449762) | M. tuberculosis H37Rv growth inhibition, 7H9 media; higher % means a stronger effect | one-dose inhibition, % at 25 µM; IC50 in µM for titrated hits | 330,000 compounds, 0.59% hits; in the data active = a potency from the dose series; inconclusive = inhibition above about 70% without an active follow-up result;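 also: bacterial growth assessed after seven days of incubation; strong numbers were not always called active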
# H1N1 NS1A inhibition: NS1A inhibition, H1N1 influenza, cell based functional assay (AID 504329); NS1A functional cell-based assay, percent inhibition; higher % means a stronger effect; one-dose inhibition, % at 12.5 µM; IC50 in µM for titrated hits; 340,000 compounds, 0.3% hits; in the data active = a potency from the dose series; inconclusive = inhibition above about 27% without an active follow-up result; also: strong numbers were not always called active
# PhoP GFP inhibition: PhoP regulon inhibitors, Salmonella typhi PhoP promoter GFP reporter, confirmatory (AID 1850) | 310,000 compounds, 0.33% hits | inhibition, % at 50 µM; hits with a dose series show IC50 in µM | Salmonella Typhi PhoP-promoter GFP reporter, fluorescence, 4 h; higher % means a stronger effect; in the data active = a potency from the dose series; inconclusive = inhibition mostly from about 25% at the one dose, without a potency; inactive = the rest, 99 in 100 with inhibition below about 19%;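 also: 0% = induced wells with vehicle and 100% = uninduced wells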
# inhibitors of VEEV 10K pilot screen: further read-out of inhibitors of VEEV, marked with its call; inhibition, %; measured here: 10K pilot screen inhibition
# * marks the source's active call; other numbers are inactive results; i = inactive; ? = inconclusive; / = no result given.
SMILES,inhibitors of VEEV,tuberculosis growth,M. tuberculosis HTS,H1N1 NS1A inhibition,PhoP GFP inhibition,others
NS(=O)(=O)c1cccc(NC(=O)c2cccc(S(=O)(=O)N3CCCCCC3)c2)c1,5.7%,9%,-2%,-18%,/,
Cc1cc2c(cc1S(=O)(=O)NCc1ccc(N(C)C)cc1)OCC(=O)N2,0.4%,4%,-10%,4%,6%,inhibitors of VEEV 10K pilot screen=0.1
CCCc1nc2ccc(NC(C)=O)cc2c(=O)n1Cc1ccccc1Cl,1.9%,40%,2%,-7%,-1%,
Cc1ccc(C(=O)OCC(=O)NCCc2ccc(F)cc2)cc1S(=O)(=O)N1CCOCC1,1.0%,-11%,-4%,-5%,/,
CN(C)c1cccc2c1c(NC(=O)Nc1ccccc1)nn2C,5.6%,15%,2%,1%,-9%,
O=C(c1cc(-c2cccs2)on1)N1CCc2ccccc2C1,i,7%,-3%,0%,-4%,
CCN1CCC[C@H]1CNC(=O)c1c(OC)ccc(Br)c1OC,1.1%,4%,2%,4%,7%,
COC(=O)c1ccc(N2CCN(C)CC2)c([N+](=O)[O-])c1,0.7%,9%,4%,-13%,11%,
c1coc(-c2nnc(SCc3cn4ccccc4n3)o2)c1,1.4%,56%,-6%,2%,0%,
O=S(=O)(c1ccccc1)N(CC1CO1)c1cc(Cl)ccc1Cl (centres undefined),4.7%,20%,1%,9%,-28%,
CCCC1c2ccsc2CCN1C(=S)NC (centres undefined),0.3%,3%,-7%,4%,3%,
Cc1ccc2c(CSc3nnc(C4CC4)n3N)cc(=O)oc2c1,0.4%,8%,-5%,-5%,-11%,
COc1ccc(NC(=O)C(NC(C)=O)C(=O)NCc2ccccc2)cc1 (centres undefined),0.6%,-7%,6%,-5%,-6%,
COc1ccc(C=CC(=O)C=CC=Cc2ccccc2)cc1,i,/,/,-2%,/,
CCOc1cc(N2CCOCC2)c(OCC)cc1NC(=O)CN1C(=O)NC(C)(c2ccc(OC)cc2)C1=O (centres undefined),3.1%,/,/,1%,/,
COc1ccc(C(=O)NNC(=O)c2cccc3ccccc23)cc1,i,/,/,1%,/,
O=C(Cn1nnc(-c2ccc(Cl)cc2)n1)NC1CC2CCC1C2 (centres undefined),1.1%,/,-8%,-1%,17%,
C/C(=N\NC(=O)c1nnn(-c2nonc2N)c1C(C)C)c1cc(C)sc1C,3.5%,2%,0%,-4%,4%,
C=CCSc1ncc(C(=O)OCC)c(N)n1,0.1%,?,?,-6%,4%,
CC(OC(=O)CSc1ccccc1)C(=O)NC1CCCCC1C (centres undefined),1.5%,/,/,-16%,/,
O=C(COC(=O)COc1ccc(Br)cc1)NCc1ccccc1,0.6%,24%,5%,-18%,/,
CC(C)C(=O)NCc1cc(-c2ccccc2)no1,2.0%,-5%,-10%,-4%,11%,
Cc1sc2nc(C(C)C)nc(SCC(=O)NCc3ccco3)c2c1C,5.0%,10%,6%,3%,6%,
Cc1ccc(Sc2cnccc2C#N)cc1,0.8%,-12%,5%,15%,1%,

# Quoted at random: three compounds from above.
SMILES,inhibitors of VEEV,tuberculosis growth,M. tuberculosis HTS,H1N1 NS1A inhibition,PhoP GFP inhibition,others
CC(OC(=O)CSc1ccccc1)C(=O)NC1CCCCC1C (centres undefined),1.5%,/,/,-16%,/,
COc1ccc(C=CC(=O)C=CC=Cc2ccccc2)cc1,i,/,/,-2%,/,
Cc1sc2nc(C(C)C)nc(SCC(=O)NCc3ccco3)c2c1C,5.0%,10%,6%,3%,6%,

# The list continues.
SMILES,inhibitors of VEEV,tuberculosis growth,M. tuberculosis HTS,H1N1 NS1A inhibition,PhoP GFP inhibition,others
CCC(CO)NCc1cc(OC)c(OCC(=O)NCCc2ccccc2)cc1Br (centres undefined),0.9%,1%,-5%,-9%,-6%,
CC(C)(CO)NCC(O)Cn1cc(C=O)c2ccccc21 (centres undefined),1.2%,-2%,-1%,-3%,14%,
Cc1ccc(OCC(=O)Oc2cccc(C)c2C)cc1,i,78%,7%,-17%,11%,
COc1ccccc1CC(=O)NC1CCN(Cc2ccccc2)CC1,i,-16%,12%,-24%,-2%,
CCCC(=O)Nc1ccccc1-c1nnc(SCC)[nH]c1=O,2.4%,-2%,-6%,-2%,-4%,
Cc1sc2ncn(CC(=O)NCCCC(=O)N3CCN(c4ccccc4)CC3)c(=O)c2c1C,0.3%,-14%,4%,12%,-6%,inhibitors of VEEV 10K pilot screen=0.5
O=C(NCCCN1CCCC1=O)c1ccc2c(c1)NC(=O)c1ccccc1S2,1.2%,10%,0%,-4%,2%,
O=C(O)C12C3CCCC1C32c1ccccc1 (centres undefined),i,3%,-6%,-19%,-4%,
COc1ccc(C2=NS(=O)(=O)N(C)C(C(=O)N3CCC4(CC3)OCCO4)=C2)cc1OC,8.8%,5%,5%,-2%,8%,
CCCCCNC(=O)C(C)NS(=O)(=O)c1ccc(OC)cc1 (centres undefined),0.4%,-12%,-6%,-10%,5%,
COc1ccc(OC(=O)c2cccnc2)cc1,1.8%,55%,0%,-2%,7%,
Cc1c(C(=O)OCC(=O)NCCN2C(=O)CSC2=O)oc2c1ccc1ccccc12,0.4%,-13%,-3%,4%,-1%,
CC(C)=CC(=O)Nc1nnc(C)s1,3.8%,-2%,-12%,-21%,2%,
Cc1ccc(S(N)(=O)=O)cc1NC(=O)C(c1ccccc1)c1ccccc1,i,-9%,-7%,17%,-4%,
CCOC(=O)N1CCN(C(=O)Nc2ccc(NC(=O)N3CCN(C(=O)OCC)CC3)cc2)CC1,1.7%,-17%,-9%,1%,3%,
COc1cc(C(=O)N[C@H](C(=O)NC2CCCc3ccccc32)C(C)C)cc(OC)c1OC (some centres undefined),8.9%,12%,1%,0%,/,
Cc1cc(=O)n2c(ccc3ccccc32)c1C#N,0.7%,6%,-2%,-1%,-2%,
CC(Oc1ccc2cc(-c3ccccc3)c(=O)oc2c1)C(=O)NCC1CCC(C(=O)O)CC1 (centres undefined),0.3%,5%,-2%,3%,9%,
Clc1ccc(N2N=C(c3cccs3)CC2c2ccco2)cc1 (centres undefined),i,-8%,1%,-12%,10%,
CCNc1nc(C)c(CN(C(C)=O)c2ccccc2)nc1C#N,1.8%,-17%,-1%,-5%,-5%,
CCCCN(CC)S(=O)(=O)c1ccc(C(=O)Nc2nnc(-c3cccs3)o2)cc1,/,i,?,/,-4%,
COc1ccc(CCN(C)CC(O)COc2ccc(C(C)=O)cc2OC)cc1OC (centres undefined),i,2%,-7%,2%,7%,
COc1ccc(CCN2C(=O)N[C@@H](C(C)C)C2=O)cc1,1.6%,-3%,2%,-5%,-3%,
CN(C)S(=O)(=O)N1CCCN(S(=O)(=O)N(C)C)CC1,1.0%,5%,-8%,-2%,-1%,inhibitors of VEEV 10K pilot screen=1.4
Cc1ccc(NC(=O)C2CCCN(S(=O)(=O)c3cccs3)C2)cc1 (centres undefined),i,-14%,-3%,-8%,3%,
Cc1nn(C)c(=S)n1-c1ccc(Cl)cc1,1.5%,-2%,-4%,-3%,-7%,
CCOC(=O)c1c(CN2CCN(Cc3ccccc3)CC2)n(C)c2cc(Br)c(OC)cc12,i,74%,91%,16%,9%,
CCc1cc2c(N3CCN(c4ccccc4)CC3)ncnc2s1,?,65%,?,0%,-6%,
Fc1ccccc1NC(=S)NCc1ccc2c(c1)OCO2,0.7%,?,4%,-5%,-3%,
CCOc1ccccc1N=C1SCCCN1C,i,16%,3%,-4%,-2%,
Cc1cccc(Oc2ncnc(N)c2[N+](=O)[O-])c1,0.3%,65%,13%,-6%,-6%,
CCOc1ccc2nc(N3CCC(C(=O)N4CCC5(CC4)OCCO5)CC3)sc2c1,1.4%,28%,-8%,5%,-2%,
Cc1cc2c(OCC(O)CNC3CCCCC3)cccc2[nH]1 (centres undefined),0.6%,6%,-1%,8%,-2%,
O=C(Cn1cnc2ccccc2c1=O)NCc1ccc2c(c1)OCO2,8.9%,2%,-3%,-17%,-21%,
CCc1c(C(C)S(=O)(=O)c2ccc(C)cc2)[nH]c(=O)n1-c1ccc(C)cc1 (centres undefined),0.8%,9%,8%,1%,-9%,
Cc1ccc(N2C(=O)NC(=O)/C(=C\C=C\c3ccco3)C2=O)cc1,23%,/,-4%,-8%,12%,
CCN(CC)C(=O)Oc1cc(COC)nc(-c2ccccc2)n1,i,1%,14%,/,4%,
Cc1ccc2c(c1)N(C(=O)CCC(=O)N1CCC3(CC1)OCCO3)CCO2,1.3%,3%,8%,3%,6%,
O=C(COc1ccc(Cl)cc1Cl)Nc1cccnc1,1.0%,71%,-2%,-2%,-14%,
CC(=O)c1cccc(N(C(=O)c2ccccn2)C(C(=O)NC2CCCCC2)c2ccccc2)c1 (centres undefined),i,3%,10%,10%,0%,
COCCNC(=O)c1ccc(C2SCC(=O)N2Cc2ccco2)cc1 (centres undefined),1.4%,10%,0%,10%,-7%,
CCCC(=O)N=C1SC2CS(=O)(=O)CC2N1c1ccc(CC)cc1 (centres undefined),1.6%,-10%,-3%,-6%,-6%,
N#CCCn1cc(C=C(C#N)C#N)c(-c2ccc(Cl)cc2)n1,4.3%,3%,5%,/,-8%,
Cc1cc(C)cc(N(CC(=O)N2CCCC2)S(C)(=O)=O)c1,i,-7%,-27%,-5%,-4%,
O=C1NC(=Nc2cccc(O)c2)S/C1=C\c1cccnc1,1.6%,-7%,-1%,-11%,10%,
CC(CCc1ccco1)NC(=O)c1cccc2c1C(=O)N(C1CCCCC1)C2 (centres undefined),3.8%,15%,5%,3%,-4%,
Cc1ccc(C(=O)N(C)CCOc2ccccc2)cc1S(=O)(=O)N1CCCCC1,6.3%,/,-4%,-16%,/,
Cc1ccc(-c2cc3ccccc3nc2N)cc1,1.8%,31%,9%,-17%,13%,
O=C(COC(=O)c1cncc(Br)c1)NC12CC3CC(CC(C3)C1)C2,/,-7%,-2%,/,/,
O=C(Nc1ccc2c(c1)CCC2)c1ncoc1-c1ccccc1F,3.7%,/,/,4%,/,
C/C(=N\NC(=O)c1c(Cl)cnn1C)c1ccc(NC(=O)c2ccc(Br)o2)cc1,i,0%,6%,-10%,-2%,
COC(=O)c1ccc(CSc2nnc(NCc3ccccc3)s2)o1,0.1%,33%,3%,-2%,-1%,
Cc1c(OCC(=O)N2CCC(C(N)=O)CC2)ccc2c3c(c(=O)oc12)CCCC3,0.6%,-4%,-2%,-8%,8%,
COc1ccccc1-c1nnc(SCC(=O)NCc2cccs2)n1N,1.9%,2%,0%,-12%,3%,
Cc1ccnc(SCCn2c(N3CC(C)OC(C)C3)nc3c2c(=O)n(C)c(=O)n3C)n1 (centres undefined),0.5%,-4%,-10%,-1%,1%,

# Molecules from the list above containing an aryl thioether with sulfur outside any ring (10):
SMILES,inhibitors of VEEV,tuberculosis growth,M. tuberculosis HTS,H1N1 NS1A inhibition,PhoP GFP inhibition,others
c1coc(-c2nnc(SCc3cn4ccccc4n3)o2)c1,1.4%,56%,-6%,2%,0%,
Cc1ccc2c(CSc3nnc(C4CC4)n3N)cc(=O)oc2c1,0.4%,8%,-5%,-5%,-11%,
C=CCSc1ncc(C(=O)OCC)c(N)n1,0.1%,?,?,-6%,4%,
CC(OC(=O)CSc1ccccc1)C(=O)NC1CCCCC1C (centres undefined),1.5%,/,/,-16%,/,
Cc1sc2nc(C(C)C)nc(SCC(=O)NCc3ccco3)c2c1C,5.0%,10%,6%,3%,6%,
Cc1ccc(Sc2cnccc2C#N)cc1,0.8%,-12%,5%,15%,1%,
CCCC(=O)Nc1ccccc1-c1nnc(SCC)[nH]c1=O,2.4%,-2%,-6%,-2%,-4%,
COC(=O)c1ccc(CSc2nnc(NCc3ccccc3)s2)o1,0.1%,33%,3%,-2%,-1%,
COc1ccccc1-c1nnc(SCC(=O)NCc2cccs2)n1N,1.9%,2%,0%,-12%,3%,
Cc1ccnc(SCCn2c(N3CC(C)OC(C)C3)nc3c2c(=O)n(C)c(=O)n3C)n1 (centres undefined),0.5%,-4%,-10%,-1%,1%,
